High-throughput results deposited in PubChem by several laboratories.
Mdm2 ligase inh: MDM2-luciferase reporter signal enhancers, primary screen, MDM2 E3 ligase inhibitor project, cell-based, luminescence, 1536-well. hit rate 0.11% among 210,000. cell-based MDM2 ubiquitination luciferase reporter, 2 h; 0 = plate control, 100 = twice control, blank-subtracted. signal enhancement, % at 5 µM. E3 ubiquitin-protein ligase Mdm2 (Homo sapiens), Q00987;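 active = signal enhancement of 30% or more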;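 also: luminescence tracks abundance of the self-degrading MDM2-luciferase fusion protein; higher signal means inhibition of MDM2 E3 ligase activity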
Target sequence (Q00987 whole entry, looked up, the tested form may be a part): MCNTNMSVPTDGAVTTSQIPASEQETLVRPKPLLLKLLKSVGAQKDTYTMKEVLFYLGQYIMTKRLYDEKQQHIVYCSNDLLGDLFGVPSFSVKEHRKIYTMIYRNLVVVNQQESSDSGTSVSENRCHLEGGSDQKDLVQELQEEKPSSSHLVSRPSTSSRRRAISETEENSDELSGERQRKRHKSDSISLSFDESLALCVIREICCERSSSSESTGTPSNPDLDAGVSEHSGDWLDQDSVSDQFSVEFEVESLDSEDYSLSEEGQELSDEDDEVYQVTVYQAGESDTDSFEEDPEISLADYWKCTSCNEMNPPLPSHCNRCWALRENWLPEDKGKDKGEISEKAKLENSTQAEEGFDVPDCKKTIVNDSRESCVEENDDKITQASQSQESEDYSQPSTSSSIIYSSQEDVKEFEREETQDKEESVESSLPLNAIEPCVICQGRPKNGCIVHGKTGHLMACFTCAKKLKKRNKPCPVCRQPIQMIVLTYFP
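test system = mammalian cells stably expressing self-ubiquitinating, self-degrading MDM2 E3–luciferase fusion | quantity = 2000 cells/well | incubation = cell settling 4 h, compound treatment 2 h, both 37 °C | signal = luminescence with SteadyLite reagent, 15 min at room temperature | evaluation = % enhancement relative to plate controls after blank subtraction | benchmarks = plate controls and plate blanks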
p47phox inh: p47phox/p22phox peptide binding inhibitors, primary screen, biochemical, uHTS, NADPH oxidase regulatory subunit; fluorescence polarization, 2 h; Neutrophil cytosol factor 1 (Homo sapiens), P14598; hit rate 0.53% among 220,000; inhibition, % at 24.7 µM;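 active = inhibition above about 30%, limit read from the data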;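 also: 0% = p47phox with labelled peptide and 100% = labelled peptide alone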
Target sequence (P14598 whole entry, looked up): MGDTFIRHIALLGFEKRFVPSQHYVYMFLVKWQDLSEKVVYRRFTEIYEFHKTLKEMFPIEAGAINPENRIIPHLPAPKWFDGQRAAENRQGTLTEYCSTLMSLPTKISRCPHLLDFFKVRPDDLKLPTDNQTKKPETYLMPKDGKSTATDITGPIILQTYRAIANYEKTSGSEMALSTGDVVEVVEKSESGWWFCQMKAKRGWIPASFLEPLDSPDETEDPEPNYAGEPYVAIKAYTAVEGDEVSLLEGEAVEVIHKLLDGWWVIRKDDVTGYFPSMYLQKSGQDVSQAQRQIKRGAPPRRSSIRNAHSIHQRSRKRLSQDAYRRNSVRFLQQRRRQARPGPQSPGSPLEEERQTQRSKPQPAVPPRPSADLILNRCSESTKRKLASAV
TRPN1 ag: zebrafish TRPN1 channel agonists, primary screen, cell-based, HEK293, calcium fluorescence; transient receptor potential cation channel N1 (TRPN1/NompC), Danio rerio; HEK293 zebrafish TRPN1-YFP, Fluo-8 calcium fluorescence; 100% = response to 87 µM carbachol; activation, % at 3 µM; hit rate 0.18% among 220,000;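 active = activation above its plate's cutoff, the mean activation of test wells on that plate plus 3 SD, cut at about 19% in these data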;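 also: 0% = DMSO alone and 100% = 87 µM carbachol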
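System: zebrafish TRPN1-YFP in HEK293 cells / Dosing: 3 µM single point / Timing: dye loading 1 h at 37 °C, then 30 min room temperature / Signal: Fluo-8 calcium fluorescence, excitation 470-495 nm, emission 515-575 nm / Read-out basis: percent activation from peak over basal fluorescence ratio, control-normalized / Control set: high carbachol 87 µM, low DMSO alone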
TRPML3 agonist: human TRPML3 channel agonists, primary screen, cell-based, HEK293 TRPML3-YFP, Fluo-8 calcium fluorescence, 3 µM | Mucolipin-3 (Homo sapiens), Q8TDD5 | AID 1448, 2008 | hit rate 0.29% among 220,000 | 100% = the carbachol control signal | activation, % at 3 µM;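 active = activation above its plate's cutoff, the mean activation of the plate's test wells plus 3 SD, cut at about 12% in these data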;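 also: 0% = DMSO only wells and 100% = carbachol wells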
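Material: TRPML3-YFP stable HEK293 cells | Dosing: One concentration, 3 µM nominal, 0.3% DMSO | Timing: 125 s total fluorescence read per well | Technique: Fluo-8 calcium dye fluorescence, ex 470-495, em 515-575 nm | Measure: Percent activation from peak-to-basal fluorescence ratio, scaled between DMSO and carbachol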
Runt-SMMHC FRET: inhibitors of RUNX1 Runt–CBFb-SMMHC binding, primary screen, biochemical, FRET, Cerulean-Runt, Venus-CBFb-SMMHC, uHTS; Runt-related transcription factor 1 (Homo sapiens) + Core-binding factor subunit beta …; Cerulean-Runt/Venus-CBFb-SMMHC FRET ratio 530/480, 1 h; inhibition, % at 20 µM; hit rate 0.74% among 220,000;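 active = mean inhibition across duplicate retests at 20 µM reaching about 50%, limit read from the data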;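 also: 0% = DMSO wells and 100% = wells with excess untagged CBFb-SMMHC; inhibitors lower the FRET ratio by blocking Runt binding to CBFb-SMMHC; some results filed as inactive read as strong as hits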
TNF death inh: inhibitors of TNF-alpha triggered necroptosis, primary screen, cell-based, Jurkat FADD-/-, single concentration. Jurkat FADD-/- TNF necroptosis rescue, ATP luminescence, 24 h; 0 = TNF only, 100 = no-TNF cells. activation (protection from cell death), % at 10 µM. hit rate 0.068% among 220,000. AID 463075, 2010;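 active = activation, meaning protection from cell death, of at least 50% relative to plate controls; inactive = activation below 50%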;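 also: necroptosis triggered by 40 ng/mL TNF-alpha added together with compound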
CHOP inh: inhibitors of CHOP promoter induction, primary screen, cell-based, unfolded protein response, luciferase reporter. CHO-K1 CHOP-promoter luciferase, tunicamycin-induced, 15-18 h. inhibition, % at 10 µM. hit rate 3.8% among 220,000. AID 2732, 2010;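 active = compounds that reduced the stress-induced luciferase reporter signal by more than about 70% of percent inhibition, limit read from the data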;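 also: 0% = tunicamycin plus vehicle and 100% = wells without tunicamycin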
EBV gp42 inh: Epstein-Barr virus gp42 inhibitors, primary screen, biochemical, uHTS, fluorescence polarization | Glycoprotein 42 (Epstein-Barr virus (strain AG876)), Q1HVG2 | Fluorescence polarization binding assay, mP read-out | inhibition, % (tested at 21.74 µM) | hit rate 0.42% among 220,000; in the data active = inhibition above about 50%
PPC-1+TRAIL kill: compounds killing PPC-1 cancer cells with TRAIL present, primary screen, TRAIL potentiator project, ATPLite luminescence, uHTS | cell killing (% activity), % at 4 µM | hit rate 0.41% among 220,000 | PPC-1 cells + TRAIL, ATPLite viability luminescence | AID 1443, 2008;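 active = cell killing above 50% in the first pass at 4 µM, then a duplicate retest at 5 µM averaging 50% or more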;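 also: plate controls were cells with TRAIL plus DMSO for no effect and medium-only wells lacking cells for full effect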
* marks the source's active call; other numbers are inactive results; / = not tested or not shown. Rows were taken by chance (roughly 5.9% active in at least one column).

SMILES	Mdm2 ligase inh	p47phox inh	TRPN1 ag	TRPML3 agonist	Runt-SMMHC FRET	TNF death inh	CHOP inh	EBV gp42 inh	PPC-1+TRAIL kill
CCC(=O)N1CCc2cc(Br)cc(S(=O)(=O)NCCN3CCCCC3C)c21 (centres undefined)	4	-3	-0.1	0.8	3	-0.7	-12	-8	16
O=C(C1=C(O)C(=O)N(CCN2CCOCC2)C1c1cccnc1)c1cc2ccccc2o1 (centres undefined)	-9	7	-0.5	0.4	8	0.8	-3	2	0
Cc1ccc2nc(C(F)OC(F)(F)F)[nH]c2c1 (centres undefined)	-9	-2	0.1	0.7	0	1.3	2	-16	4
CN(C)CCNC(=S)Nc1ccccc1Cl	-11	0	0.6	1.1	1	1.0	36	-7	5
O=C(NCc1cccnc1)c1cccc(S(=O)(=O)N2CCOCC2)c1	0	-7	-0.7	0.5	2	0.7	-6	-10	-4
O=C(Nc1ccccc1Cl)c1ccc(Cl)cc1Cl	-12	/	-0.7	0.1	-4	0.0	-16	-7	26
O=C(CCCCn1c(=O)[nH]c2ccccc2c1=O)N1CCN(c2ncccn2)CC1	/	-7	-0.2	0.8	1	-2.5	-10	1	6
CCOc1ccc(OCCCCOc2ccccc2C(C)=O)cc1	-4	-10	-0.6	0.1	-1	1.4	10	2	12
O=C(NCCn1cc(SCc2ccc(F)cc2)c2ccccc21)c1ccccc1F	/	-4	0.1	0.2	-2	-0.6	20	4	-7
CCOC(=O)N1CCN(C(=O)CN(c2ccc(Cl)c(C(F)(F)F)c2)S(C)(=O)=O)CC1	-3	-9	1.2	0.4	-1	-0.2	0	-13	-8
CCOCCCNCc1ccc(OCc2ccc(F)cc2)c(OC)c1	-9	0	0.2	1.1	5	3.7	-3	-8	13
O=C(CSc1nnnn1C1CCCC1)NCc1ccccc1	-4	10	-1.2	-0.8	-10	0.1	-24	-4	11
Cc1nn(-c2ccccc2)c(C)c1/C=N/n1c(-c2ccc(C(C)(C)C)cc2)n[nH]c1=S	4	-2	0.2	-0.1	30	-0.7	84*	-17	20
COCCCNC(=O)CC(NS(=O)(=O)c1ccc(C)cc1)c1ccco1 (centres undefined)	7	-1	-0.2	-0.1	4	-0.1	12	3	9
Fc1ccc(-c2cn(-c3ccccc3)c3[n+]2CCS3)cc1	-4	1	0.7	0.4	2	0.2	-15	-12	-15
CCOC(=O)C1=C(c2ccccc2)NC(=O)NC1c1ccc(OC)c(OC)c1 (centres undefined)	-8	0	-0.4	0.5	-2	1.8	-1	-13	19
O=C(CSCc1ccc(Cl)cc1Cl)Nc1c[nH]c(=O)[nH]c1=O	-13	-5	-0.2	0.5	-1	0.1	19	-21	-1
C/C(NCc1ccccc1)=C(\C#N)C(=O)NCc1ccccc1	-9	-9	-0.6	-0.2	-4	4.4	32	-12	19
Cc1ccc(C)c(OC(=O)c2ccncc2)c1	-6	3	-0.1	-0.4	-5	-4.1	14	-14	23
CCCc1nn(C)c(C(=O)Nc2cccc3ccccc23)c1Cl	-10	-10	-0.3	0.1	2	0.9	24	1	9
Cc1ccc(OCc2nc(C#N)c(NCCCn3ccnc3)o2)cc1	-7	8	-0.2	0.0	3	-5.0	-7	-4	-2
CCCC(=O)c1c(NCCO)cc(C)oc1=O	-13	1	-1.1	0.2	-6	0.9	7	-5	/
O=C1NCCN1Cc1ccccc1F	-18	-2	0.3	0.6	-9	0.6	0	5	/
Cc1onc(-c2c(F)cccc2Cl)c1C(=O)Nc1cccc(S(=O)(=O)NCc2ccco2)c1	-14	-21	1.7	0.9	-1	-0.8	24	-7	29
Cc1cc(-c2csc(NCc3ccccc3)n2)c(C)n1C	-4	18	0.1	0.8	-21	0.9	20	19	26
CC(=O)N1CN(C2CC(C)(C)NC(C)(C)C2)Cc2c1sc1c2CCCC1	-1	0	-0.3	0.3	2	4.0	26	-5	15
Cn1cccc1C(=O)NC(=O)COC(=O)c1cc(S(=O)(=O)N2CCCCC2)ccc1Cl	7	-39	0.6	1.2	-2	0.5	0	-25	-12
CC(CC(=O)N1CCN(c2ccccc2)CC1)c1ccccc1 (centres undefined)	-14	0	-1.2	0.8	-2	0.4	-25	-3	28
CCNc1ccc(C(=O)OCC(=O)NC(C)c2ccccc2)cc1[N+](=O)[O-] (centres undefined)	15	0	0.7	0.0	-1	0.3	17	-13	11
COC(=O)C/C=N/N=C1/NC(=O)/C(=C/C(=O)O)S1	-15	0	0.8	0.2	-10	-0.7	-9	-13	3

Of the compounds above, these contain a cyano group.
SMILES	Mdm2 ligase inh	p47phox inh	TRPN1 ag	TRPML3 agonist	Runt-SMMHC FRET	TNF death inh	CHOP inh	EBV gp42 inh	PPC-1+TRAIL kill
C/C(NCc1ccccc1)=C(\C#N)C(=O)NCc1ccccc1	-9	-9	-0.6	-0.2	-4	4.4	32	-12	19
Cc1ccc(OCc2nc(C#N)c(NCCCn3ccnc3)o2)cc1	-7	8	-0.2	0.0	3	-5.0	-7	-4	-2

More structures:
SMILES	Mdm2 ligase inh	p47phox inh	TRPN1 ag	TRPML3 agonist	Runt-SMMHC FRET	TNF death inh	CHOP inh	EBV gp42 inh	PPC-1+TRAIL kill
Cc1c(C)c(C)c(S(=O)(=O)n2[nH]c(=O)c(CCO)c2C)c(C)c1C	-7	-11	-0.5	1.1	-5	0.3	22	-18	6
CCOC1OC2C(CO)OC(n3cnc4c(N)ncnc43)C2O1 (centres undefined)	-11	7	2.0	0.3	0	-1.0	21	-19	-4
CC(C)CC(=O)Nc1ccc2c(c1)oc1ccccc12	-29	-5	0.3	1.2	0	2.4	-1	-13	26
COc1ccc(CNC(=O)C2CCCN2S(=O)(=O)c2ccc(S(=O)(=O)N(C)C)cc2)cc1 (centres undefined)	-10	-8	1.7	0.0	2	0.1	5	-20	-20
O=C(N/N=C/c1cccc(Oc2ccccc2)c1)c1cccc(Br)c1	-9	-4	0.5	0.3	-2	-6.9	29	14	20
CCOC(=O)N1CCN(C(=O)CN2C(=O)COc3ccc(C(C)(C)C)cc32)CC1	-10	-3	0.8	1.2	-7	0.5	-21	1	-4
NC(=O)C1(N2CCCCC2)CCN(S(=O)(=O)c2cc(Cl)sc2Cl)CC1	3	-15	1.8	0.7	-1	4.0	7	-6	-6
N#Cc1nc(-c2ccccc2F)oc1NCCc1ccccn1	-16	-3	/	/	6	/	-34	-5	-8
COCCN1C(=O)N[C@@H](c2ccco2)C(C(C)=O)=C1C	/	-8	2.1	0.2	-1	0.8	3	-12	20
CCN(CC)c1ccc(NC(=O)c2ccc3c(c2)c(C)c(C)n3C)cc1	17	-75	-0.9	-0.8	15	-1.6	-14	-38	19
COc1c(-c2ccc(O)c(O)c2)oc2cc(O)cc(O)c2c1=O	-23	-14	/	/	-8	-17	-28	-19	-8
Cc1cc(C)n2c(=S)[nH]nc2n1	-12	40*	0.7	1.2	59*	-2.3	54	-21	2
CCOC(=O)c1ccc(N=c2sc(C(=O)OC)cc(=O)n2Cc2ccco2)cc1	-5	-8	2.0	1.6	-1	-14	12	3	0
Cc1cc(C(=O)OCC(=O)Nc2c(F)cccc2F)c(C)n1-c1ccccc1	-7	-9	5.3	0.5	0	-0.1	4	6	18
COc1ccc(CNC(=O)C(c2cccs2)N(C(=O)c2csnn2)C2CC2)cc1 (centres undefined)	1	-7	1.1	0.2	-3	-4.1	46	-8	16
Cc1ccc(C(=O)C(C)Sc2nnc(N)s2)cc1 (centres undefined)	11	-2	-0.9	0.0	2	-0.8	31	-5	10
CCn1ccnc1CN(C)C(=O)CCc1nnc(CCCc2ccccc2)o1	-1	4	-1.2	0.1	-1	-0.6	19	-3	4
COc1cc(S(=O)(=O)n2nnc3ccccc32)c(OC)cc1Cl	3	-4	-0.1	0.9	-9	-2.4	40	8	7
CCn1nccc1C(=O)Nc1nc2ccccc2n1CCN1CCCCC1	/	-24	0.2	-0.1	2	1.1	5	3	8
C=CCOc1c(CNc2ccc(C(=O)O)cc2)cccc1OCC	-17	-10	0.5	0.8	-4	-4.4	12	-5	-10
CC(=O)N(CC1CCCO1)c1nnc(-c2ccccn2)s1 (centres undefined)	18	-3	1.6	0.6	0	65*	12	-13	-5
COc1ccc(N2C(=O)C(Cl)=C(Nc3ccc(OC)cc3OC)C2=O)cc1	-8	2	-0.4	0.1	-1	-0.1	17	-9	9
CC(=O)Nc1ccc(Oc2ncccn2)c(Cl)c1	-3	4	-0.5	0.0	-1	-0.6	-5	4	-13
CCc1ccccc1NC(=O)N[C@H](C(=O)O)C(C)CC (some centres undefined)	0	-14	-0.5	0.2	-2	-0.2	-5	-13	-10
CC1CCCN(C(C(=O)NC2CCCCC2)c2cc3c(cc2[N+](=O)[O-])OCO3)C1 (centres undefined)	-3	-4	-1.5	0.0	18	-0.2	31	-13	5
O=C(CSc1nc(-c2ccccc2)nc2ccccc12)Nc1cccc(C(=O)O)c1	0	-17	-0.2	1.5	-3	0.1	16	-8	25
O=C(NCc1ccco1)C1CCN(S(=O)(=O)N2CCC3(CC2)OCCO3)CC1	-1	-8	0.5	0.2	-2	-1.1	-21	-34	15
Cc1sc(NC(=O)CSc2nc(O)cc(=O)[nH]2)nc1-c1ccccc1	-16	-28	-0.3	0.3	2	1.2	12	-17	-14
O=C1Nc2ccccc2C1=Nc1ccc(S(=O)(=O)Nc2nccs2)cc1	-66	-4	-1.1	1.2	1	-1.0	11	-6	10
Cc1c(NC(=O)CSc2nnc(Nc3ccccc3)s2)c(=O)n(-c2ccccc2)n1C	-7	-4	-1.2	0.1	2	1.6	4	-7	-4
Cc1ccc(NC(=O)c2cncc(Br)c2)c(O)c1	-25	-4	1.2	0.5	1	1.1	2	-11	-5
CC(=O)N1CCc2cc(Br)cc(S(=O)(=O)N3CCc4ccccc43)c21	-13	-25	1.9	0.1	-8	-2.1	2	-17	10
